All columns: NCI-60 one-dose screen, growth in % after 48 h at 10 µM unless noted; 100 = growth as untreated, 0 = no growth, -100 = all killed.
ACHN – ACHN renal cancer; 81,000 compounds, 4.9% hits
CAKI-1 – CAKI-1 renal cancer. 75,000 compounds, 4.7% hits
NCI-H322M – NCI-H322M lung cancer; 80,000 compounds, 2.7% hits; AID 1794733
RXF 393 – RXF 393 renal cancer cells | AID 1794773 | 77,000 compounds, 6.9% hits
NCI-H522 – NCI-H522 lung cancer | AID 1794739 | 78,000 compounds, 8% hits
UO-31 – UO-31 renal cancer | 81,000 compounds, 5.2% hits
786-0 – 786-0 renal cancer cells. 81,000 compounds, 5.1% hits. AID 1794775
NCI-H460 – NCI-H460 lung cancer; 82,000 compounds, 6.8% hits
TK-10 – TK-10 renal cancer cells | 81,000 compounds, 3.9% hits | AID 1794769
Numbers without * were called inactive. Rule for the calls: active = growth percent below 10; inactive = the rest.

Screening CCCCNc1cc(-c2cn[nH]c2-c2cc(C)cc(OC)c2)nc(-c2cccnc2)n1 returned ACHN 97, CAKI-1 66, NCI-H322M 87, RXF 393 72, NCI-H522 81, UO-31 62, 786-0 68, NCI-H460 100 and TK-10 97.
Screening CCCCCCCCCCOC(=O)c1ccc(OC)cc1 returned ACHN 113, CAKI-1 97, NCI-H322M 104, NCI-H522 84, UO-31 91, 786-0 103, NCI-H460 109 and TK-10 94.
O=C(CNc1nc(-c2cccc([N+](=O)[O-])c2)cs1)Nc1ccc([N+](=O)[O-])cc1Cl was read as ACHN 104, CAKI-1 96, NCI-H322M 104, NCI-H522 94, UO-31 94, 786-0 99, NCI-H460 111 and TK-10 103.
Screening O=C(Nc1nc2ccc(C(=O)N3CCN(c4ccc(Cl)c(Cl)c4)CC3)cc2s1)c1ccc(NCCc2ccccc2)c([N+](=O)[O-])c1 returned ACHN 101, CAKI-1 87, NCI-H322M 95, NCI-H522 76, UO-31 61, 786-0 107, NCI-H460 110 and TK-10 113.
For CCN1CCN(c2nc(C)cc(NCc3cc(Nc4ccnc5cc(Cl)ccc45)ccc3F)n2)CC1 the results were ACHN 17, CAKI-1 69, NCI-H322M 51, RXF 393 -11*, NCI-H522 -15*, UO-31 17, 786-0 -51*, NCI-H460 -13* and TK-10 29.
`COC(=O)c1ccccc1NC1=C(Cl)C(=O)c2nc(C)ccc2C1=O` gave ACHN 95, CAKI-1 95, NCI-H322M 101, RXF 393 99, NCI-H522 89, UO-31 82, 786-0 103, NCI-H460 99 and TK-10 172.
For C(=C\CSc1ccccn1)/CSc1ccccn1 the results were ACHN 100, CAKI-1 95, NCI-H322M 97, RXF 393 113, NCI-H522 91, UO-31 81, 786-0 96, NCI-H460 87 and TK-10 95.
`CCn1c(/C(C#N)=C/c2ccncc2)nc2ccccc21` gave ACHN 97, CAKI-1 92, NCI-H322M 86, RXF 393 111, NCI-H522 88, UO-31 77, 786-0 98, NCI-H460 102 and TK-10 92.
For Cc1ccc2c(c1)/C(=N/c1n[nH]c(=S)s1)C(=O)N2 the results were ACHN 79, CAKI-1 47, NCI-H322M 92, RXF 393 101, NCI-H522 88, UO-31 70, 786-0 91, NCI-H460 96 and TK-10 117.
For O=C(CCl)Nc1nnc(SCC(=O)Nc2ccccc2C(F)(F)F)s1 the results were ACHN 88, CAKI-1 72, NCI-H322M 72, RXF 393 81, NCI-H522 81, UO-31 39, 786-0 95, NCI-H460 98 and TK-10 139.
`C1=CC2C(C1)C1CC(OCCOC3CC4CC3C3C=CCC43)C2C1` (stereo not drawn) gave ACHN 116, CAKI-1 92, NCI-H322M 90, RXF 393 107, NCI-H522 97, UO-31 89, 786-0 98, NCI-H460 109 and TK-10 102.
For Cc1csc2ccc(Cl)cc12 the results were ACHN 96, CAKI-1 97, NCI-H322M 101, NCI-H522 89, UO-31 82, 786-0 105, NCI-H460 106 and TK-10 99.
`Cc1cc(Cl)nc(/N=C(/N)Nc2ccc(Cl)cc2)n1` gave ACHN 89, CAKI-1 99, NCI-H322M 85, RXF 393 112, NCI-H522 83, UO-31 78, 786-0 100, NCI-H460 93 and TK-10 134.
`Nc1c2c(nc3ccc(Br)cc13)CC(c1ccccc1)CC2=O` (stereo not drawn) gave ACHN 58, CAKI-1 47, NCI-H322M 49, RXF 393 22, NCI-H522 36, UO-31 53, 786-0 50, NCI-H460 17 and TK-10 86.
For COc1ccc(C(=O)N/N=C/c2ccc(Cl)c([N+](=O)[O-])c2)cc1 the results were ACHN 101, CAKI-1 91, RXF 393 117, NCI-H522 95, UO-31 87, 786-0 106, NCI-H460 94 and TK-10 105.
`CCOc1ccc(NC(=O)C(C)O)cc1` (stereo not drawn) gave ACHN 109, CAKI-1 69, NCI-H322M 102, RXF 393 97, NCI-H522 96, UO-31 97, 786-0 93, NCI-H460 114 and TK-10 118.
Cc1nc2sccn2c1-c1nnc(SCc2ccccc2)o1 was read as ACHN 93, CAKI-1 85, NCI-H322M 90, RXF 393 79, NCI-H522 78, UO-31 74, 786-0 76, NCI-H460 100 and TK-10 110.
`CCCCn1cnc2c(SCc3ccc(Cl)cc3)nc(N)nc21` gave ACHN 84, CAKI-1 62, NCI-H322M 84, RXF 393 74, UO-31 50, 786-0 77, NCI-H460 89 and TK-10 82.
`COc1ccc([C@H]2[C@H](C(=O)Nc3ncccn3)c3ccccc3C(=O)N2c2ccccc2)cc1` gave ACHN 99, CAKI-1 97, RXF 393 88, NCI-H522 90, UO-31 106, 786-0 87, NCI-H460 88 and TK-10 91.
Screening O=C1CN(C2CCCCC2)c2ccc(O)cc2N1 returned ACHN 114, CAKI-1 107, NCI-H322M 113, RXF 393 124, NCI-H522 93, UO-31 92, 786-0 104, NCI-H460 103 and TK-10 109.
For COc1cc(-c2nn(-c3ccc(NC(=O)Nc4cccc(Cl)c4Cl)cc3)cc2-c2ccncc2)ccc1Cl the results were ACHN 91, CAKI-1 99, NCI-H322M 106, RXF 393 105, UO-31 75, 786-0 95, NCI-H460 97 and TK-10 94.
For CCCCCc1cc(Cl)c(O)c(CCCCC)c1 the results were ACHN 110, CAKI-1 95, RXF 393 96, NCI-H522 77, UO-31 89, 786-0 91, NCI-H460 107 and TK-10 99.
For O=C(O)C1c2ccccc2Cc2ccccc21 the results were ACHN 99, CAKI-1 104, NCI-H322M 111, RXF 393 108, NCI-H522 93, UO-31 95, 786-0 95, NCI-H460 110 and TK-10 108.
Cc1nn(-c2ccc([N+](=O)[O-])cc2)c2ncnc(N/N=C/c3ccccc3)c12 was read as ACHN 95, CAKI-1 70, NCI-H322M 82, RXF 393 88, NCI-H522 69, UO-31 70, 786-0 80, NCI-H460 95 and TK-10 116.
`CC(=N/Nc1ccccc1)/C(C)=N/Nc1ccccc1` gave ACHN 98, CAKI-1 95, RXF 393 127, NCI-H460 109 and TK-10 101.
For Cc1ccc2nc(COc3ccc(C(=O)NNC(=O)Nc4ccc(Cl)cc4)cc3)[nH]c2c1 the results were ACHN 106, CAKI-1 93, NCI-H322M 96, RXF 393 121, NCI-H522 84, UO-31 89, 786-0 94, NCI-H460 105 and TK-10 112.
`Cn1ncc2c(Nc3ccccc3Cl)nc(Cl)nc21` gave ACHN 96, CAKI-1 100, NCI-H322M 87, NCI-H522 40, UO-31 101, 786-0 103, NCI-H460 114 and TK-10 119.
For CSc1ncc2[nH]cnc2n1 the results were ACHN 101, CAKI-1 91, NCI-H322M 94, RXF 393 110, NCI-H522 81, UO-31 100, 786-0 95, NCI-H460 124 and TK-10 95.
Nc1cc2ccccc2c(=O)n1NC(=O)c1ccc(I)cc1 was read as ACHN 106, CAKI-1 84, NCI-H322M 99, RXF 393 108, NCI-H522 93, UO-31 92, 786-0 99, NCI-H460 100 and TK-10 115.
For CC(=O)Nc1cc(Cl)ccc1C(=O)O the results were ACHN 93, NCI-H322M 100, RXF 393 101, NCI-H522 91, UO-31 75, 786-0 99 and TK-10 98.
`CCCC[N+](CCCC)=c1ccc2nc3c(C)cc(N(CC)CC)cc3sc-2c1` gave ACHN -34*, CAKI-1 -2.5*, NCI-H322M 28, RXF 393 -26*, NCI-H522 -17*, UO-31 0.7*, NCI-H460 2.8* and TK-10 3.7*.
Screening Cc1ccc(S(=O)(=O)OCCCc2cn(-c3ccc(-c4ccccc4)cc3)nn2)cc1 returned ACHN 98, CAKI-1 86, NCI-H322M 101, RXF 393 106, NCI-H522 92, UO-31 88, 786-0 82, NCI-H460 103 and TK-10 93.
Screening O=S(=O)(NCCCNc1nccc(-c2c(-c3ccc(F)cc3)nc3sccn23)n1)c1ccc(O)cc1 returned ACHN 41, CAKI-1 76, NCI-H322M 56, RXF 393 78, NCI-H522 52, UO-31 52, 786-0 78, NCI-H460 34 and TK-10 78.
For O=C(/C=C/c1ccc[nH]1)c1ccc(-n2ccc(C(F)(F)F)n2)c(F)c1 the results were ACHN 103, CAKI-1 93, NCI-H322M 85, RXF 393 91, NCI-H522 70, UO-31 47, 786-0 92, NCI-H460 100 and TK-10 104.
For COc1cc(-c2nc3sccn3c2-c2ccnc(S(C)(=O)=O)n2)ccc1F the results were ACHN 90, CAKI-1 85, NCI-H322M 89, RXF 393 84, NCI-H522 93, UO-31 85, 786-0 102, NCI-H460 100 and TK-10 120.
CC(CCN1CCN(CCC(C)CC(C)(C)C)C1CC(C)CC(C)(C)C)CC(C)(C)C (stereo not drawn) was read as ACHN 90, CAKI-1 96, NCI-H322M 100, UO-31 66, 786-0 98, NCI-H460 101 and TK-10 85.
For CCOC(=O)C1=C(C)NC(SCc2cc(=O)oc3ccc4ccccc4c23)=N[C@@H]1c1cccc2ccccc12 the results were ACHN 91, CAKI-1 88, NCI-H322M 98, RXF 393 106, NCI-H522 86, UO-31 67, 786-0 98, NCI-H460 102 and TK-10 104.
For NC(=S)N/N=C1\c2cc(Cl)ccc2-c2c1cc(Cl)cc2[N+](=O)[O-] the results were ACHN 70, CAKI-1 63, NCI-H322M 91, RXF 393 87, NCI-H522 43, UO-31 41, 786-0 60, NCI-H460 35 and TK-10 90.
For Cc1nc(C(=O)O)c(C(=O)O)[nH]1 the results were ACHN 108, NCI-H322M 92, RXF 393 110, NCI-H522 97, UO-31 59, 786-0 100, NCI-H460 112 and TK-10 106.
`COc1ccc(NS(=O)(=O)/N=C2\NC(=O)NC2=C(Cl)Cl)cc1` gave ACHN 103, CAKI-1 104, NCI-H322M 98, RXF 393 113, NCI-H522 87, UO-31 99, 786-0 101, NCI-H460 102 and TK-10 114.
For O=c1oc2ccc3ccccc3c2cc1-c1ccnc2ncnn12 the results were ACHN 98, NCI-H322M 86, RXF 393 106, NCI-H522 92, UO-31 76, 786-0 101, NCI-H460 105 and TK-10 129.
`CC(=O)c1ccc(N2CN(c3ccc(O)cc3)CC3=C2CC(C)(C)CC3=O)cc1` gave ACHN 99, NCI-H322M 100, RXF 393 105, NCI-H522 90, UO-31 76, 786-0 105, NCI-H460 104 and TK-10 118.
For CCCCCCOc1ccc(N=[N+]([O-])c2ccc(OCCCCCC)cc2)cc1 the results were ACHN 104, CAKI-1 90, NCI-H322M 96, RXF 393 102, UO-31 85, 786-0 99, NCI-H460 108 and TK-10 104.
Screening O=C(O)CN1C(=O)C(=Cc2cn(CC(=O)O)c3ccccc23)C(=O)N(CC(=O)O)C1=O returned ACHN 113, CAKI-1 84, NCI-H322M 100, RXF 393 110, NCI-H522 90, UO-31 44, 786-0 103, NCI-H460 105 and TK-10 127.
For Cc1ccc(S(=O)(=O)OC2C(COCC(=O)O)OC3OC(C)(C)OC32)cc1 (stereo not drawn) the results were ACHN 137, CAKI-1 116, NCI-H322M 166, NCI-H522 100, UO-31 87, 786-0 102, NCI-H460 105 and TK-10 158.
Screening O=C(N/N=C\c1ccc([N+](=O)[O-])cc1)c1ccc2nc(-c3ccc([N+](=O)[O-])cc3)[nH]c2c1 returned ACHN 98, CAKI-1 91, NCI-H322M 111, RXF 393 120, NCI-H522 86, UO-31 75, 786-0 94, NCI-H460 109 and TK-10 100.
`CN1C(=O)N(C)C2Nn3c(s/c(=C\c4ccc(F)cc4)c3=O)=NC21` (stereo not drawn) gave ACHN 109, CAKI-1 103, NCI-H322M 102, RXF 393 116, NCI-H522 84, UO-31 85, 786-0 96, NCI-H460 108 and TK-10 102.
COc1ccc(/C=C2\N=C3N(N/C(=N\N)N3c3ccccc3)C2=O)cc1 was read as ACHN 101, CAKI-1 93, NCI-H322M 101, RXF 393 95, NCI-H522 88, UO-31 81, 786-0 105, NCI-H460 106 and TK-10 144.

Entries above that have fluorine (6):
For CCN1CCN(c2nc(C)cc(NCc3cc(Nc4ccnc5cc(Cl)ccc45)ccc3F)n2)CC1 the results were ACHN 17, CAKI-1 69, NCI-H322M 51, RXF 393 -11*, NCI-H522 -15*, UO-31 17, 786-0 -51*, NCI-H460 -13* and TK-10 29.
For O=C(CCl)Nc1nnc(SCC(=O)Nc2ccccc2C(F)(F)F)s1 the results were ACHN 88, CAKI-1 72, NCI-H322M 72, RXF 393 81, NCI-H522 81, UO-31 39, 786-0 95, NCI-H460 98 and TK-10 139.
Screening O=S(=O)(NCCCNc1nccc(-c2c(-c3ccc(F)cc3)nc3sccn23)n1)c1ccc(O)cc1 returned ACHN 41, CAKI-1 76, NCI-H322M 56, RXF 393 78, NCI-H522 52, UO-31 52, 786-0 78, NCI-H460 34 and TK-10 78.
For O=C(/C=C/c1ccc[nH]1)c1ccc(-n2ccc(C(F)(F)F)n2)c(F)c1 the results were ACHN 103, CAKI-1 93, NCI-H322M 85, RXF 393 91, NCI-H522 70, UO-31 47, 786-0 92, NCI-H460 100 and TK-10 104.
For COc1cc(-c2nc3sccn3c2-c2ccnc(S(C)(=O)=O)n2)ccc1F the results were ACHN 90, CAKI-1 85, NCI-H322M 89, RXF 393 84, NCI-H522 93, UO-31 85, 786-0 102, NCI-H460 100 and TK-10 120.
`CN1C(=O)N(C)C2Nn3c(s/c(=C\c4ccc(F)cc4)c3=O)=NC21` (stereo not drawn) gave ACHN 109, CAKI-1 103, NCI-H322M 102, RXF 393 116, NCI-H522 84, UO-31 85, 786-0 96, NCI-H460 108 and TK-10 102.

Next entries.
For CCOC(=O)C(CC(c1ccccc1)N1CCOCC1)[N+](=O)[O-] (stereo not drawn) the results were ACHN 93, CAKI-1 105, NCI-H322M 94, RXF 393 110, NCI-H522 79, UO-31 66, 786-0 99, NCI-H460 102 and TK-10 100.
Screening CCCNC(=O)c1ccc(Cl)cc1Cl returned ACHN 103, CAKI-1 129, NCI-H322M 111, NCI-H522 24, UO-31 98, 786-0 106, NCI-H460 113 and TK-10 122.
Screening NNC(=O)Nc1ccccc1 returned ACHN 100, CAKI-1 96, NCI-H322M 96, RXF 393 108, NCI-H522 107, UO-31 90, 786-0 100, NCI-H460 104 and TK-10 110.
Screening O=C(N/N=C/c1ccnc2ccccc12)c1cc(O)c(O)c(O)c1 returned ACHN 100, CAKI-1 105, NCI-H322M 104, RXF 393 112, NCI-H522 92, UO-31 87, 786-0 100, NCI-H460 106 and TK-10 107.

Screening results: PubChem BioAssay, NCI
